# FBW7 act = activators of human E3 ligase FBW7; AlphaScreen FBW7–phospho-cyclin E peptide binding, activator screen; normalized activity (activation), % at 26.1 µM; actives 0.13% (n = 650,000); AID 1259310; in the data active means normalized activity above about 1.9%;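 further: purified mutant Fbw7 with reduced substrate affinity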
# GPR151 ag = activates the human receptor GPR151 | Q8TDV0 | PathHunter beta-arrestin GPR151 cells, luminescence | actives 1% (n = 650,000) | activation, % at 11.2 µM; in the data active means activation above about 4.9%;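 further: 0% = median of compound wells and 100% = cells with positive control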
# Target sequence (Q8TDV0 whole entry, looked up): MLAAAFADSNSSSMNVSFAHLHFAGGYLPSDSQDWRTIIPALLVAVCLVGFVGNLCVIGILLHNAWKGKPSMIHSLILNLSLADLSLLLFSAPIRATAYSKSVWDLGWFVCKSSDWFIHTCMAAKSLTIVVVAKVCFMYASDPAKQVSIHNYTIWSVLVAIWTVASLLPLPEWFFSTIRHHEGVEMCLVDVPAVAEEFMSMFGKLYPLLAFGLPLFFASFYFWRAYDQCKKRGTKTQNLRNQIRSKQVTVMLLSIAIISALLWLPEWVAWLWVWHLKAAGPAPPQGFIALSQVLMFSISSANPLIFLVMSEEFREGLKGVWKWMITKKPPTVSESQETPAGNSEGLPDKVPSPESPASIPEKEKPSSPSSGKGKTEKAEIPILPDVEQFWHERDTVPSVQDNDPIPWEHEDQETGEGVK
# TEAD-YAP block = TEAD-YAP interaction inhibition; HEK-TIYL cells, TEAD-Gal4/YAP UAS-luciferase luminescence; inhibition, % at 9.12 µM; actives 1.4% (n = 640,000); in the data active means inhibition above about 32%;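 further: 0% = median of test compound wells and 100% = reference inhibitor wells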
# MITF primary = inhibitors of human MITF. inhibition, % at 2.6 µM. actives 0.91% (n = 650,000). AlphaScreen MITF homodimerization, bead proximity signal. AID 1259374; in the data active means inhibition above about 50%;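 further: 0% = vehicle wells with protein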
# Target sequence (O75030 whole entry, looked up): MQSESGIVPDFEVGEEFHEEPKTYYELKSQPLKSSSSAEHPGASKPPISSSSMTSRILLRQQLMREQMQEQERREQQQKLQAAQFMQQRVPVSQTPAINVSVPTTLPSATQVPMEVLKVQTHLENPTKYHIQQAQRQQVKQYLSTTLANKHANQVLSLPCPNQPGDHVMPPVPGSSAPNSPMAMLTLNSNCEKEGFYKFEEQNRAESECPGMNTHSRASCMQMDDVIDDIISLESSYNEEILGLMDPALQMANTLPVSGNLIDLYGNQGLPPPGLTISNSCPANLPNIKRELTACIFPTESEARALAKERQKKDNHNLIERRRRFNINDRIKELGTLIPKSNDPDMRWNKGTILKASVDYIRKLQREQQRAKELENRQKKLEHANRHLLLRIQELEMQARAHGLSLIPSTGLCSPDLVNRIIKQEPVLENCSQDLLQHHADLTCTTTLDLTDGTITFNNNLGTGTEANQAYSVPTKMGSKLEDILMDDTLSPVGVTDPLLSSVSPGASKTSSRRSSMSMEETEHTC
# Starred values were filed as active, the others as inactive; nt = no result given; & = joins results of further samples. Not a hit list. About 3.4% of those tested had a hit in this group.
SMILES,FBW7 act,GPR151 ag,TEAD-YAP block,MITF primary
COc1ccc(/C=c2/sc3nc(-c4ccccc4OC(C)=O)nn3c2=O)cc1,-0.1,-0.6,0.3,-2.3
CC1(C)CC(=O)C2=C(C1)Nc1ccccc1N(C(=O)c1ccccc1)C2c1ccc(-c2cccc([N+](=O)[O-])c2)o1 (centres undefined),0.0,-0.9,2.3,-12.7
COc1cccc(/C=C2\N=C(c3cncc(Br)c3)OC2=O)c1OC,0.4,-1.9,11.6,1.4
NC(=O)CSc1nnc2n(Cc3ccccc3F)c3ccccc3n12,1.6,1.4,-0.7,8.7
CC(=NCCCO)Nc1cc([N+](=O)[O-])ccc1C,-0.6,0.6,0.1,0.0
CC(=O)c1ccc(NC(=O)c2cccc([N+](=O)[O-])c2C)cc1,-0.1,0.6,-14.0,9.4
Cc1cc2c(=O)n(CC(=O)Nc3ccc(Oc4ccccc4)cc3)cnc2s1,0.2,1.0,3.3,18.6
Cc1cc(C2C(C#N)=C(N)N(c3ccc(Br)cc3F)C3=C2C(=O)CCC3)c(C)s1 (centres undefined),-0.2,0.1,-0.1,-4.0
CC1=C(C(=O)OC(C)C)C(c2ccc(C)c([N+](=O)[O-])c2)C2=C(CCCC2=O)N1 (centres undefined),-0.4&-0.1,0.2&-0.9,4.6&2.9,4.6&-10.1
O=C(O)C1C2C(=O)OC3C(Br)C1C1(CC1)C32 (centres undefined),0.0,-0.3,5.9,11.9
Cc1nc(-c2cncc(-c3ccccc3)c2)cc(N2CCC(O)CC2)n1,0.1,-0.1,-8.8,-0.3
Cc1ccc(C(=O)N/N=C/c2ccc(-c3ccc(I)cc3)o2)cn1,-0.1,3.5,-7.7,-2.0
CSc1cccc(CN2CCN3C(=O)[C@H](CO)N(C)C(=O)[C@H]3C2)c1,0.0,0.0,5.7,7.4
Oc1ccc(-c2nc3cc4sc(-c5ccc(O)cc5)nc4cc3s2)cc1,0.0,0.1,12.2,6.8
COc1ccc(CNC(=O)C2(NC(=O)NC3CCCCC3)CCCCC2)cc1,0.1,-0.3,-7.8,9.2
CCN(C(=O)Cn1c(=O)oc2ccccc21)c1cccc(C)c1,-0.1,0.7,7.7,2.8
CCOc1cccc2cc(C(=O)Nc3ccc(Oc4ccccc4)cc3)c(=O)oc12,0.1,-1.6,-7.6,-0.2
COc1ccccc1C1C(C(N)=O)=C(C)Nc2nc(CCCO)nn21 (centres undefined),0.1,7.9*,-7.8,12.7
O=C(/C=C/c1ccc(Cl)cc1)Nc1ccc(NC(=O)c2ccco2)cc1,0.2,-0.8,1.0,4.1
CN/N=C(\Cc1nc2ccccc2[nH]1)c1ccccc1,0.0,0.0,-0.6,1.3
CC1CCN(C(=O)c2ccc3nccnc3c2)CC1,0.2,0.0,4.4,-0.8
CN(c1ccccc1)c1cc(N2CCCCCC2)c2nonc2c1[N+](=O)[O-],-0.9,-0.9,-4.9,3.1
Cc1cc2c(cc1S(=O)(=O)Nc1cccc(Cl)c1C)OCCN2C,0.6,-1.5,-2.6,12.1
Cc1cc(/C=C2\C(=O)NC(=O)N(c3ccccc3F)C2=O)c(C)n1-c1cccc([N+](=O)[O-])c1,-0.4,4.0,13.4,-0.3
CC(=O)c1ccc(NC(=O)COC(=O)c2cncc(Br)c2)cc1,0.4,-0.9,-0.7,27.4
Ic1ccc(Nc2ncnc3ccccc23)cc1,-0.3,1.4,-81.9,-5.3
COc1ccc(/C=C/C2=CCN(C)CC2)c(O)c1,-0.2,1.6,2.0,-4.8
CCOc1ccc(N=C2SC(C(=O)Nc3ccc(C(=O)OC)cc3)CC(=O)N2Cc2ccc(Cl)cc2)cc1 (centres undefined),-0.1,-0.8,-14.0,-6.8
CCOc1ccccc1Nc1nnc(SCC(=O)N2CC3(C)CC2CC(C)(C)C3)s1 (centres undefined),0.1,-0.9,11.4,-7.3
Cn1nccc1Nc1nc(NCCc2ccc(O)cc2)c2ncn(-c3ccsc3)c2n1,0.2,-1.8,59.8*,6.3
Cc1ccc(NC(=O)CSc2nnc(NC(=O)CC(C)C)s2)cc1,0.0,-2.0,4.5,8.6
O/N=C(/c1ccc(F)cc1)c1cccnc1,-0.1,0.6,0.6,-3.5
COC(=O)c1cn(CC(=O)OCc2ccc(C#N)cc2)c2ccccc12,-0.2,0.3,-1.3,-0.9
O=C(C1CCCC1)N1CCCC(c2ccnc3nc(C(F)(F)F)nn23)C1 (centres undefined),-0.1,0.0,-1.8,-6.3
O=C(NCC1Cc2cccc(-c3cncnc3)c2O1)C(c1cccnc1)N1CCOCC1 (centres undefined),0.0,2.0,-2.6,-19.3
CCOC(=O)c1ccc(CNC(=O)CSc2nnc(-c3ccc(OC)cc3)o2)cc1,1.1,1.1,-14.0,-1.2
O=[N+]([O-])c1ccc(N2CCN(c3nc(-c4ccccc4F)nc4ccccc34)CC2)cc1,0.0,1.4,6.4,6.3
CC[n+]1c(/C=C2\Sc3ccccc3N2C)ccc2cccc(C)c21,-0.2,5.4*,86.5*,37.2
O=C(CCC(=O)Nc1cccc(Br)c1)N/N=C/c1ccccc1O,-0.1,-1.1,14.5,5.0
O=C(c1cc(-c2ccccc2)nc2ccccc12)N1CCCCCC1,0.1,-0.5,-15.0,-8.7
CCOC(=O)N1CCC(NC(=O)c2cnn3c(C)c(Cc4ccccc4C)c(C)nc23)CC1,0.3,-0.1,-6.4,1.0
Cc1ccc(O)c(NC(=O)C2CC(c3c(F)cccc3Cl)=NO2)c1 (centres undefined),0.3,3.2,-2.9,-4.6
Oc1oc(-c2ccc(Cl)cc2)nc1C=Nc1ccccc1Cl,-0.1,-1.0,-14.6,-5.5
Cc1ccc(-c2cnc(SCC(=O)Nc3cc(F)ccc3F)o2)cc1C,-0.1,-1.1,1.4,-2.2
N#Cc1c(N)nc2c(c1-c1cccs1)CCCCCC2,0.1,1.1,-9.3,19.0
Cc1cc(Br)ccc1NC(=O)c1cccc(N2C(=O)c3ccccc3C2=O)c1,0.1,0.6,-4.2,5.3
CCOC(=O)/C(N=Nc1ccc(OC)cc1[N+](=O)[O-])=C(\C)O,0.1,1.4,5.2,-17.6
O=C1N/C(=C\c2ccc(N3CCCC3)cc2)C(=O)N1Cc1ccc(Cl)cc1,0.0,0.5,9.7,-1.9
COc1ccc(C2CC(=O)C3=C(C2)Nc2ccccc2NC3c2ccc3ccccc3c2)cc1 (centres undefined),0.1,0.3,-3.8,19.2
O=C(NCc1ccccc1)C(=O)N/N=C/c1ccc2c(c1)OCO2,0.0,-0.8,13.4,11.3
CCOC(=O)OC[C@H]1O[C@H](c2ccc(C(C)=O)cc2)C=C[C@@H]1Oc1ccc(-c2ccccc2)cc1,-0.1,-1.1,nt,6.3
N#Cc1c(-c2ccco2)nc(SCC(=O)c2ccc(Br)cc2)[nH]c1=O,-0.1,-0.1,-8.6,1.8
COc1ccc(C2/C(=C(\O)c3ccc(S(=O)(=O)N(C)C)cc3)C(=O)C(=O)N2Cc2cccnc2)cc1OC (centres undefined),0.0,0.6,6.3,10.3
O=S(=O)(c1ccccc1)c1nc(-c2cccs2)oc1NCCN1CCOCC1,0.1,4.9,4.3,13.3
Cc1ccc(CNC(=O)CCC2CCCN(C3Cc4ccccc4C3)C2)o1 (centres undefined),0.0,0.2,7.8,6.6
O=C(CC1NC(=O)NC1=O)NC1(C(=O)NC2CCCC2)CCCCC1 (centres undefined),0.0,1.0,-0.5,9.9
COc1cccc(C(c2nnnn2Cc2ccc(F)cc2)N2CCN(C)CC2)c1OC (centres undefined),-0.1,1.3,1.6,4.2
Cc1ccccc1OCC(O)CN1CCN(c2ccc(F)cc2)CC1 (centres undefined),-0.2,-0.9,8.4,-14.1
N#CCCN(/N=C/c1cccc(O)c1O)C1=NS(=O)(=O)c2ccccc21,-0.2,1.1,-9.4,20.2
CN(C)S(=O)(=O)c1ccc2nnn(O)c2c1,0.0,0.4,1.3,5.6

# 7 entries from above, set out differently.
canonical_smiles | FBW7 act | GPR151 ag | TEAD-YAP block | MITF primary
O=C(C1CCCC1)N1CCCC(c2ccnc3nc(C(F)(F)F)nn23)C1 (centres undefined) | -0.1 | 0.0 | -1.8 | -6.3
CN(c1ccccc1)c1cc(N2CCCCCC2)c2nonc2c1[N+](=O)[O-] | -0.9 | -0.9 | -4.9 | 3.1
CCOc1ccccc1Nc1nnc(SCC(=O)N2CC3(C)CC2CC(C)(C)C3)s1 (centres undefined) | 0.1 | -0.9 | 11.4 | -7.3
Ic1ccc(Nc2ncnc3ccccc23)cc1 | -0.3 | 1.4 | -81.9 | -5.3
CCN(C(=O)Cn1c(=O)oc2ccccc21)c1cccc(C)c1 | -0.1 | 0.7 | 7.7 | 2.8
Oc1oc(-c2ccc(Cl)cc2)nc1C=Nc1ccccc1Cl | -0.1 | -1.0 | -14.6 | -5.5
CSc1cccc(CN2CCN3C(=O)[C@H](CO)N(C)C(=O)[C@H]3C2)c1 | 0.0 | 0.0 | 5.7 | 7.4

# Remaining list, next part
SMILES,FBW7 act,GPR151 ag,TEAD-YAP block,MITF primary
NC(=O)Cn1c(=O)n(Cc2ccccc2)c(=O)c2c3c(sc21)CCC3,0.1,0.1,1.1,-8.2
O=C(O)c1ccc(-c2cnc3ccc(NC4CCOCC4)nn23)cc1,0.0,0.0,-3.5,-8.9
O=C(CCN1C(=O)C2CCCCC2C1=O)Oc1ccc(OCc2ccccc2)cc1 (centres undefined),0.4,-0.5,-7.9,5.8
COc1ccc(NC(=S)NCC(C)(C)CN(C)C)cc1,-0.1,0.7,-0.4,-21.4
Cc1ccc(-c2nc3nc[nH]n3c2Nc2ccccc2)o1,0.2,-2.4,-63.0,13.9
COC(=O)CN(c1ccc(Br)c(C)c1)S(C)(=O)=O,0.1,1.7,-7.8,9.6
CC/C(C)=N\NC(=O)c1cc(-c2cccs2)nc2ccccc12,0.0,0.0,-1.2,-4.0
COc1cccc(NC(=O)C2(c3ccc(OC)c(OC)c3)CCCC2)c1,-0.1,0.4,-12.9,-0.1
CCN=C1S/C(=C/c2ccc(C)o2)C(=O)N1CC,0.1,-1.1,0.7,1.2
O=S(=O)(c1ccc(NC(=S)N/N=C/c2ccc(O)cc2O)cc1)N1CCOCC1,-1.2,-0.3,-3.9,46.4
N#CC1=C(SCc2ccccc2)SC(c2ccc(O)c(O)c2)NC1=O (centres undefined),-0.1,2.7,-15.4,11.0
CC(OC(=O)c1ccc([N+](=O)[O-])s1)C(=O)NC(C)c1ccc(F)cc1 (centres undefined),-0.1,-0.1,0.3,0.1
CCOc1ccc(NC(=O)C(=O)NCCCn2ccnc2)cc1,0.0,0.9,7.9,9.8
CN(C)c1ccc(C(=O)Nc2nc(-c3cccs3)cs2)cc1,0.0,2.1,-52.7,-8.3
CC1=C(C(=O)OCCc2ccccc2)C(c2cc3c(cc2Br)OCO3)C2=C(CC(C)(C)CC2=O)N1 (centres undefined),1.2,-2.1,8.2,1.9
COC(=O)C1CCN(C2CC(=O)N(Cc3ccccc3)C2=O)CC1 (centres undefined),-0.1,0.5,-3.6,11.9
NC(=O)CSc1nc2c(c(=O)n1C1CCCCC1)C1(CCCCC1)Cc1ccccc1-2,-0.3,1.2,1.5,5.7
CN1C(=O)C(CC(=O)Nc2ccc(F)cc2)N(NC(=O)c2cccc(F)c2)C1=S (centres undefined),0.0,0.4,-4.3,-17.6
COC(=O)Cn1c(=NC(=O)c2cccc(N3C(=O)CCC3=O)c2)sc2cc(C)ccc21,-0.1,1.1,14.3,-7.7
Cc1nc2c(C(=O)NCCC(C)C)cnn2c(C)c1Cc1ccc(Cl)cc1,-0.1,-1.0,-5.7,-2.0
COc1cc(C)ccc1S(=O)(=O)Oc1cccc2ccc(C)nc12,0.1,1.3,37.2*,10.9
COc1ccc(OCC(=O)Nc2ccc(NC(=O)c3ccccc3Cl)c(OC)c2)cc1,0.8,-0.4,2.6,13.8
COCC(=O)NNC(=O)Nc1ccc2c(c1)OCO2,-0.1,-0.1,0.1,0.5
Cc1nc2ccccc2c2c(NC(=O)CCl)c3ccccc3n12,0.0,0.0,1.6,-4.1
Cc1cc(=O)oc2cc(NC(=S)Nc3ccc(CC(=O)O)cc3)ccc12,-0.1,-0.3,1.6,10.3
Cc1cccc(NC(=O)CSc2ccc(NC(=O)C(C)C)nn2)c1C,0.0,1.1,18.2,1.5
Cn1c2c(c(=O)[nH]c1=O)C(c1ccc(Br)cc1)C1=C(COC1=O)N2 (centres undefined),0.1,-2.1,-2.7,1.4
Oc1cccc2ccc(/C=C/c3ccccc3OCc3ccccc3Cl)nc12,0.0,-0.4,7.3,-5.5
CC(C)CCn1nnnc1CN1CCN(Cc2ccc3c(c2)OCO3)CC1,0.0,-0.2,2.0,-0.3
O=C(O)CCNC(=O)/C(=C/c1ccco1)NC(=O)c1ccccc1,-0.1,-0.4,1.3,8.7
Cc1c(N(C)S(=O)(=O)c2ccc(C(C)(C)C)cc2)c(=O)n(-c2ccccc2)n1C,0.0,1.3,3.9,-4.3
C=CCn1c(SCC(=O)Nc2cccc(F)c2)nnc1-c1cccs1,-0.1,0.8,2.1,2.4
O=C(Cn1nc(-c2cccc(Cl)c2)ccc1=O)Nc1ccc(Br)cc1,-0.1,1.4,-4.0,-3.7
COc1ccc2nc(NC(=O)c3ccccc3)sc2c1,0.0,-7.3,43.5*,-22.4
COCCOC(=O)C1=C(C)NC2=C(C(=O)CCC2)C1c1ccccc1OC(C)C (centres undefined),1.4,-1.1,1.8,22.5
O=C1C2CCCCC2C(=O)N1c1ccccc1F (centres undefined),0.4,-0.6,3.8,11.7
O=C(Cc1cccs1)Nc1nnc(-c2cccc([N+](=O)[O-])c2)s1,-0.1,-1.0,-13.3,2.3
O=C(Nc1ccc(-c2cscn2)cc1)C1CCCN(C(=O)CN2CCCC2=O)C1 (centres undefined),0.0,0.5,-7.8,3.3

# Source: PubChem BioAssay
